Screens as filed in PubChem BioAssay.
Pf apPOL inh: Pf-apPOL inhibitors, biochemical, fluorescence; actives 0.25% (n = 210,000); Plasmodium falciparum apicoplast DNA polymerase (apPOL); Recombinant Pf-apPOL, molecular beacon fluorescence, 1.5 h; inhibition, % at 10 µM
mHTT CaM bind: mutant huntingtin-calmodulin interaction inhibitors – biochemical, AlphaScreen, primary screen | AlphaScreen His-mHTT/GST-CaM binding, luminescence | inhibition, % at 15 µM | actives 3.6% (n = 190,000) | P42858;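 also: 0% = both proteins with DMSO and 100% = one protein alone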
Target sequence (P42858 whole entry, looked up, stated change not applied): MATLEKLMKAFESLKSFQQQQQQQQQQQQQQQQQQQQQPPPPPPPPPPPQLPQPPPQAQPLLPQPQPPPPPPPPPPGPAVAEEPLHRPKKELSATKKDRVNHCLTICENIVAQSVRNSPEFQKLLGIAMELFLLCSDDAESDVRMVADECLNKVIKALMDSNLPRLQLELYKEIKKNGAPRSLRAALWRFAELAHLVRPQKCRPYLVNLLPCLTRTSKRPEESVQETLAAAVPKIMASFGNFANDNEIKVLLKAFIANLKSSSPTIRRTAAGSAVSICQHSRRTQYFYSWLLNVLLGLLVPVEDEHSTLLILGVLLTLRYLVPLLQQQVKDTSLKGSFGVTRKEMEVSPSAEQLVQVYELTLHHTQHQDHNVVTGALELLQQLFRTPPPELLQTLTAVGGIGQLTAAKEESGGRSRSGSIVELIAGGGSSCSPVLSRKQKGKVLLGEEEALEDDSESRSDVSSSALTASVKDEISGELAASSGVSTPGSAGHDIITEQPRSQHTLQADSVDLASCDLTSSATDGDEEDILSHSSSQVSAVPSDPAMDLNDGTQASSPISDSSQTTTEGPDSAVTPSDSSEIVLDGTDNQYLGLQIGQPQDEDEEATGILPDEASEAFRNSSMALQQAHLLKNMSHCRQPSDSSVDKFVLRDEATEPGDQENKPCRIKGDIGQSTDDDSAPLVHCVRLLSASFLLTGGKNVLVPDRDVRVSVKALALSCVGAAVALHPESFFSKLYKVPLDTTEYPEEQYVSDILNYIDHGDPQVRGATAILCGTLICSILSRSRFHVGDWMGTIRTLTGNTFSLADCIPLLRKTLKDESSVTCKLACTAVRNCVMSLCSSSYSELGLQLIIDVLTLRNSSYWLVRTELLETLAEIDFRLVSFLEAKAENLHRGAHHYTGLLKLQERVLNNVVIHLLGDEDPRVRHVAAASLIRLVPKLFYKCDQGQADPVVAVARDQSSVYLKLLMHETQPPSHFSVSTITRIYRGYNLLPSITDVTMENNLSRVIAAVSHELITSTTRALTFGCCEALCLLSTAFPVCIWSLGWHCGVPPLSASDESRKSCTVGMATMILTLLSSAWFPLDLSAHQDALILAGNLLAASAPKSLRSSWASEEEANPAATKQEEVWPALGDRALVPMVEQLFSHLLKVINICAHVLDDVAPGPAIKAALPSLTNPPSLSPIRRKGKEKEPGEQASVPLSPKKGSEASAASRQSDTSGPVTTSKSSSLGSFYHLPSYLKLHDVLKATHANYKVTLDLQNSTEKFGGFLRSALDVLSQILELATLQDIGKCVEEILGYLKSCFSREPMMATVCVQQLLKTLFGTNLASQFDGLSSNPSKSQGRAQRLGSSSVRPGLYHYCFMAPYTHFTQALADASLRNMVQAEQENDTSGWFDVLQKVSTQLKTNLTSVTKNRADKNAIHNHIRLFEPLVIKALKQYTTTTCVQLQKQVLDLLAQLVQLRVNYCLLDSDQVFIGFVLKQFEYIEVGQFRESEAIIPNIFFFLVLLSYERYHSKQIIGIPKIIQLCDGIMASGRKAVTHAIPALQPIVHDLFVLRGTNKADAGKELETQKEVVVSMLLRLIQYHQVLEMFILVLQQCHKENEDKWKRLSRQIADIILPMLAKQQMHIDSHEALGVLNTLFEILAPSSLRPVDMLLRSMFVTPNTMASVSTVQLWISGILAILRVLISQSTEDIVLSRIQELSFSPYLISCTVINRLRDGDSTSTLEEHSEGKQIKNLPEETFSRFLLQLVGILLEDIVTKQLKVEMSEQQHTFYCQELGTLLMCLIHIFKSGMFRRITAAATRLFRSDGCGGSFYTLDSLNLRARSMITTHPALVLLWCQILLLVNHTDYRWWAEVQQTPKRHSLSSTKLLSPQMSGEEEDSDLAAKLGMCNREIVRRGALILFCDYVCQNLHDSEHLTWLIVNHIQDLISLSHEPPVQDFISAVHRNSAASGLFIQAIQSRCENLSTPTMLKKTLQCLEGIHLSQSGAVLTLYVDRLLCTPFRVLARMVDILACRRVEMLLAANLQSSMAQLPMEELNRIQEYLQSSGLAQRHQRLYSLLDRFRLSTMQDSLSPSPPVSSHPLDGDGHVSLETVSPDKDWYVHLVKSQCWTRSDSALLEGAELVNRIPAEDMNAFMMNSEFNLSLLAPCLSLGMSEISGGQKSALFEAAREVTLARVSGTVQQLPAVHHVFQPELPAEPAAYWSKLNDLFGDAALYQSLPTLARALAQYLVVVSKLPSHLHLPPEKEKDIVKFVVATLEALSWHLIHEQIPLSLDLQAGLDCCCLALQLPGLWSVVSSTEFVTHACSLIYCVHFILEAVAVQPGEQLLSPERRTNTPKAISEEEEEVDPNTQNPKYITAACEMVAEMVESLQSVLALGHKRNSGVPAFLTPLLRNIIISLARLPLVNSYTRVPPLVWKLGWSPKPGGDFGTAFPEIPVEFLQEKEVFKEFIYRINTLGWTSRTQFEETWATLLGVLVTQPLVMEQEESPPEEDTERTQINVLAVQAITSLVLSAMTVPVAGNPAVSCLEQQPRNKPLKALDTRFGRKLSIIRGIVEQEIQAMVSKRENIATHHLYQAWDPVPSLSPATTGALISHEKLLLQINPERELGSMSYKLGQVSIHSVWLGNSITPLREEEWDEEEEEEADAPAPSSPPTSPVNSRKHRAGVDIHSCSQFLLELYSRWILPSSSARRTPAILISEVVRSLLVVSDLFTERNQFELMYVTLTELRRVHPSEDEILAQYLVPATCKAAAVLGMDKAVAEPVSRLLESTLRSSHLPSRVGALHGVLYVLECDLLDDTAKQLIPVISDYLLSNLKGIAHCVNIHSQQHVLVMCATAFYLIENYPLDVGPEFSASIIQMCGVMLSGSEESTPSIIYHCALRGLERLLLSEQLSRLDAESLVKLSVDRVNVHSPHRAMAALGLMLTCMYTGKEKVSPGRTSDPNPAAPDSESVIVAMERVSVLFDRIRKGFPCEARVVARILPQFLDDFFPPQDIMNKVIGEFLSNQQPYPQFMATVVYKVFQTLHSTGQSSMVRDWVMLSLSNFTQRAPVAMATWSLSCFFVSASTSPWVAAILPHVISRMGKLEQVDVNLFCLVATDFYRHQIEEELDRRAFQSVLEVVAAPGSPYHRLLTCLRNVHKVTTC
The depositor's hits bear a star; i = inactive; x = not tested or not shown; & = joins results of further samples. Rule as the data show it: active = inhibition above about 50%; inactive = the rest. Hits appear at their usual frequency; about 3.5% have a hit in one of these screens.

SMILES	Pf apPOL inh	mHTT CaM bind
COc1ccc(-c2csc(NC3OC(=O)c4c3ccc(OC)c4OC)n2)cc1 (stereo not given)	13	30
O=C(c1cccc(Cl)c1)N1CCc2c(nc3cc[nH]n3c2=O)C1	-1	-8
CCCSc1nnc2c(n1)OC(C)N(C(C)=O)c1ccccc1-2 (stereo not given)	-4	2
CCOC(=O)Cc1csc(NC(=O)CN2CCC(Cn3cnc4ccccc43)CC2)n1	-6	-10
COc1ccccc1-n1ccn2cc(-c3ccccc3)nc2c1=O	-1	-2
COc1ccccc1/C=C/C(=O)Nc1nc2nccc(-c3ccccc3)n2n1	-4	5
O=C(CCc1ccccc1)N1CCC(c2cnn(-c3ccccc3)c2)CC1	-6	-1
Cc1cc(Cl)ccc1OCC(=O)N1CCN(c2ccc([N+](=O)[O-])cc2)CC1	-8	4
O=C(O)c1ccc(CN2C(=O)c3ccc(Oc4cccc([N+](=O)[O-])c4)cc3C2=O)cc1	-13	3
O=C(O)CCC(=O)Nc1ccc(-c2nc3cc(Cl)ccc3o2)cc1	-14	9
COc1ccc(C)cc1NC(=O)C1CCN(C(=O)c2ccccc2C)CC1	-1	4
CN(NC(=O)c1ccc(Cl)s1)c1cnn(-c2cc(Cl)cc(Cl)c2)c(=O)c1Cl	-14&-11	x
COc1ccc(CNC(=O)c2cc3n(n2)C(C(F)(F)F)CC(c2ccco2)N3)cc1OC (stereo not given)	-3	14
CSc1cccc(NC(=O)N2CC(C)C(c3nc(-c4ccccc4)no3)C2)c1 (stereo not given)	1	-4
CN1C(=O)CC(C(=O)Nc2ccccc2)SC1=Nc1cccc(C(F)(F)F)c1 (stereo not given)	-3	13
CC(C)(C)c1c(C(=O)NN)nnn1-c1nonc1N	x	-10
CC1CCc2sc(N3C(=O)C4CC=C(Cl)CC4C3=O)c(C#N)c2C1 (stereo not given)	-2	-2
Cc1ccsc1/C=C1\N=C(c2ccc(Cl)cc2)OC1=O	-5	7
O=S(=O)(c1cc(Br)c(Br)s1)N1CCN(c2ccccn2)CC1	-4	-7
O=C(c1ccc(Cl)cc1Cl)N(Cc1ccsc1)Cc1ccccn1	-5	-14

Profiles as entered above. Order of screens: Pf apPOL inh	mHTT CaM bind
Results for O=C(O)CCC(=O)Nc1ccc(-c2nc3cc(Cl)ccc3o2)cc1 : -14	9
Results for O=C(c1ccc(Cl)cc1Cl)N(Cc1ccsc1)Cc1ccccn1 : -5	-14
Results for CCOC(=O)Cc1csc(NC(=O)CN2CCC(Cn3cnc4ccccc43)CC2)n1 : -6	-10
Results for Cc1ccsc1/C=C1\N=C(c2ccc(Cl)cc2)OC1=O : -5	7
Results for COc1ccc(CNC(=O)c2cc3n(n2)C(C(F)(F)F)CC(c2ccco2)N3)cc1OC (stereo not given) : -3	14

Next section
SMILES	Pf apPOL inh	mHTT CaM bind
Cc1nnsc1C(=O)N1CCC(C(F)(F)F)CC1	5	x
CC(C)CN(CC(C)C)S(=O)(=O)N1CCC(C(=O)N2CCCCC2)CC1	-14	-5
COc1ccc(/C=C2\SC(=N)N(c3ccc4c(c3)OCO4)C2=O)cc1	-2	6
COc1ccc(CN2CCN(c3ccccc3OC)C(=O)C2C)cc1 (stereo not given)	-4	-3
CC1=C(C(N)=O)C(c2cccnc2)n2nnnc2N1 (stereo not given)	3	-5
Cc1ccc2c(c1)C(=O)NC1(CCN(C(=O)c3ccccc3)CC1)N2C	-3	-7
CC12CC(c3ccccc3O1)C(c1nnc(-c3cccc(F)c3)o1)C(=O)N2 (stereo not given)	-6	9
O=C1C2CCCCC2C(=O)N1CCc1c[nH]c2ccccc12 (stereo not given)	-8	5
CCCCN=C(C(=O)Nc1ccc(Cl)cc1OC)c1ccccc1NC(C)=O	10	3
O=C(NCC(O)c1cccc2ccccc12)C1CC=CCC1 (stereo not given)	-2	3
COc1ccc(OC)c(C2C(C(=O)Nc3ccccn3)=C(C)Nc3nnnn32)c1 (stereo not given)	5	12
CCn1cc(CN2CCC(C(=O)NC3CCCC3)CC2)c2cc(OC)ccc21	1	4
COc1ccc(C(=O)Nc2cc([N+](=O)[O-])ccc2OC)c(OC)c1	-2	-3
O=C(Nc1ccc(N2CCC(n3cccc3)CC2)cc1)c1ccccc1Cl	-3	x
Cc1ccc(C(=O)N2CCN(c3cccc(C)c3C)CC2)o1	0	10
CS(=O)(=O)N(CC(=O)Nc1ccc(F)c(Cl)c1)c1cccc(Br)c1	-4	33
O=C(NCC1CCCO1)c1cccc(S(=O)(=O)NCc2ccccc2)c1 (stereo not given)	-1	-1
O=C(Cc1cccnc1)N1CCC(OCc2nc(C3CC3)no2)CC1	-7	-11
COc1ccc(CN2COc3cc(C)c(Cl)c(C)c3C2)cc1	-2	2
Cc1ccc(C2=N/C(=C\c3ccc(N(C)C)cc3)C(=O)O2)cc1C	5	3
COc1ccc2oc(=O)c(-c3nnc(Nc4ccccc4F)s3)cc2c1	1	-1
O=C(Nc1cc2c(cc1C(=O)c1ccc(Br)cc1)OCCO2)c1ccccc1	6	13
COCCCNC(=O)N1CCC(n2c(-c3cccs3)nc3cccnc32)C1 (stereo not given)	2	-2
Cc1ccc(C)c(OCC(=O)Nc2nccs2)c1	34	4
Cc1ccc(NC(=O)c2cc3ccccc3o2)cc1	1	-11
COc1cc2c(cc1OC)C(C(=O)NCCc1cccc(C)c1)C1c3ccccc3CCN1C2=O (stereo not given)	-1	89*
CC1CCN(C(=O)c2ccc(OCC3CCN(C(=O)c4ccc(F)cc4)CC3)cc2)CC1	0	-5
COc1ccc(C(=O)Cc2cc(OC)c(OC)cc2[N+](=O)[O-])cc1OC	-1	9
COc1ccc(OC)c(NC(=O)C2CCN(c3cc(N4CCCCC4)ncn3)CC2)c1	-11	34
Cc1ccc(-n2nnc3c(SCC(=O)Nc4ccccc4C(F)(F)F)ncnc32)cc1	-1	-4
O=C(NC1CCCCCC1)C1CCn2c(nc3ccccc32)C1 (stereo not given)	-6	-4
CCOc1nccnc1N1CCC(NC(=O)Cc2cccs2)C1 (stereo not given)	-5	-3
O=Cc1ccc(-c2ccc(C(=O)O)cc2)o1	10	-2
C=C(C)CN(CC)Cc1ccc([N+](=O)[O-])s1	-6	-8
Cc1ccc(NC(=O)C2CCCN(c3cnn(C)c(=O)c3)C2)cc1C (stereo not given)	-3	1
Nc1cc(C2CCN(C(=O)c3cnccn3)CC2)no1	-3	-3
CSc1ccc(-c2nc3ncccn3c2NC2CCCCC2)cc1	-6	0
CN1CC(c2noc(C3CC3)n2)C2(CCN(C(=O)Cc3ccc(F)cc3)CC2)C1 (stereo not given)	-4	10
COc1ccc(C=C2Oc3c(ccc4c3CN(Cc3ccncc3)CO4)C2=O)cc1	-22	58*
CCC(C)NC(=O)CN1C(=O)NC2(CCC(C(C)(C)C)CC2)C1=O (stereo not given)	-5	-1

Given as a markdown table: entries from further up
| SMILES | Pf apPOL inh | mHTT CaM bind |
| --- | --- | --- |
| CC1CCc2sc(N3C(=O)C4CC=C(Cl)CC4C3=O)c(C#N)c2C1 (stereo not given) | -2 | -2 |
| O=C(O)CCC(=O)Nc1ccc(-c2nc3cc(Cl)ccc3o2)cc1 | -14 | 9 |

New compounds follow.
SMILES	Pf apPOL inh	mHTT CaM bind
NS(=O)(=O)c1ccc(NC(=O)C2CCCN(c3cc(-n4cccn4)ncn3)C2)cc1 (stereo not given)	-8	9
CCOC(=O)CNC(=O)N1CCCC1c1ccc(F)cc1 (stereo not given)	-3	-3
COc1cc(C2CC(=O)C3=C(C2)Nc2ccccc2NC3c2ccc(C)cc2)cc(OC)c1OC (stereo not given)	-3	44
O=C1CC(c2ccco2)Cc2c1c(Nc1ccc(F)cc1)nn2-c1ccccc1 (stereo not given)	-5	-2
c1ccc2oc(-c3csc(-c4ccc(-c5ccno5)s4)n3)cc2c1	-7	x
COc1ccc(CCC(=O)N2CCCC2c2ccc(F)cc2)cc1 (stereo not given)	-2	3
Nc1ccc2c(c1)COCO2	x	-3
COc1ccc(C2/C=C\CN(C(=O)c3ccccc3)CC(=O)N2Cc2ccc(F)cc2)cc1 (stereo not given)	-1	31
Cc1cccc(-c2nc(C)c(CCNC(=O)C(=O)NC(C)c3ccccc3)s2)c1 (stereo not given)	-4	1
CCCSc1nc(O)cc(=O)n1C	-2	-2
CCCNS(=O)(=O)c1cc(Br)cc2c1N(C(=O)CC)CC2	-6	0
COc1ccc(C2=NN3C(C2)c2cc(Br)ccc2OC32C(=O)Nc3ccccc32)cc1 (stereo not given)	-3	100*
Clc1ncnc2c1C(c1ccccc1)c1c(Cl)ncnc1O2	4	9
Cc1cc(Cl)c(OCCNCCN)c(Br)c1	-2	4
CCOc1ccc(C2CC(c3cccc(Cl)c3)n3ncnc3N2)cc1 (stereo not given)	-5	-11
O=C(Cn1c(=O)[nH]c2ccsc2c1=O)NCc1ccc(F)cc1	-3	5
Cc1ccc2nc(NC(=O)CSc3ccc(-n4cccn4)nn3)sc2c1	-3	-13
COc1cccc(-c2nc(C3CCN(C(=O)CNC(=O)c4ccco4)CC3)no2)c1	0	2
COc1ccc(/C=C2/N=C(c3cccc(Cl)c3)OC2=O)c(OC)c1	3	3
CCc1nc2c(c(=O)n1CC(=O)Nc1ccccc1OC)CN(Cc1ccccc1)CC2	-3	9

Five compounds out of the list, sorted by molecular weight, smallest number first.
SMILES	Pf apPOL inh	mHTT CaM bind
Nc1ccc2c(c1)COCO2	x	-3
CCOC(=O)CNC(=O)N1CCCC1c1ccc(F)cc1 (stereo not given)	-3	-3
COc1ccc(CCC(=O)N2CCCC2c2ccc(F)cc2)cc1 (stereo not given)	-2	3
COc1ccc(C2/C=C\CN(C(=O)c3ccccc3)CC(=O)N2Cc2ccc(F)cc2)cc1 (stereo not given)	-1	31
COc1ccc(C2=NN3C(C2)c2cc(Br)ccc2OC32C(=O)Nc3ccccc32)cc1 (stereo not given)	-3	100*

Continued.
SMILES	Pf apPOL inh	mHTT CaM bind
Cc1c(CN2CCSCC2)c(=O)n(-c2ccccc2)n1C	7	x
O=C(CSc1ccc(-c2ccncc2)nn1)Nc1ccc(F)cc1F	-3	-21
CCn1c(=O)c2c(ncn2Cc2ccccc2F)n(-c2ccccc2C)c1=O	-3	0
COc1ccc(NC(=O)c2c(C)c(C)c(C)n2Cc2cccc(C)c2)cc1	-4	10
Nc1ncnc2nc(N3CCCC3)ncc12	-9	x
CCOCC(=O)N1CCC(Nc2ncnc3c2CCC3)C1 (stereo not given)	-3	-11
CNC(=O)C1CN(C(=O)Nc2c(C)cccc2C)CC12CCCC2 (stereo not given)	-2	0
O=C(OCc1cc(-c2cccs2)on1)c1ccc(S(=O)(=O)N2CCCC2)cc1	-2	-4
O=c1oc2ccccc2c(O)c1C=Nc1ccc(Cl)cn1	6	8
CC(NC(=O)CCC(=O)O)c1ccccc1 (stereo not given)	4	-14
COc1ccc(NC(=O)C2CCN(c3cc(N4CCSCC4)ncn3)CC2)cc1Cl	-4	4
CCOC(=O)c1cccc(NC(=O)C2CC3CCCN3C23C(=O)Nc2ccccc23)c1 (stereo not given)	0	10
COc1ccc(C(C)=O)cc1CSc1nc2cc(Cl)ccc2o1	-48	-6
O=C1c2ccccc2C(=O)N1Cc1nc2ccc(I)cc2c(=O)o1	0	7
COc1cc(C)ccc1OCCCOc1cccc(C=O)c1	-5	-26
Cc1ccc(Cl)cc1N1C=C(C#N)S(=O)(=O)c2ccccc21	-2	-7
CCCCSCc1nc2c(c(=O)[nH]1)C1(CCCC1)Cc1ccccc1-2	-1	-11
CCSc1nnc(NC(=O)Cc2csc(NC(=O)c3cnccn3)n2)s1	44	88*
CCCC(=O)Nc1cc(-c2nc3cc(C)c(C)cc3o2)ccc1C	4	-2
COc1cccc(C=C2Oc3cc(O)cc(C)c3C2=O)c1	3	0
CCN(CC)c1ccc(C=C2C(=O)OC(C)(C)OC2=O)c(OC)c1	8	28
N/C(=N\OCC(=O)N1CCCCC1)c1nonc1N	0	i
Cc1noc(C2CN(C(=O)Cc3ccccc3)CC23CCOCC3)n1 (stereo not given)	-6	0
O=C(NC1CC1)c1cccc(OCC2CCCN(C(=O)c3ccc(F)c(F)c3)C2)c1 (stereo not given)	-1	9
COc1ccc(Br)cc1S(=O)(=O)NCCc1ccccc1	-3&-6	36&-3
Cc1ccc(S(=O)(=O)N(C)c2ccc(C(=O)N3C(C)CCCC3C)cc2)cc1 (stereo not given)	-5	-9
COCCN(CCOC)Cc1c(O)ccc2c1OC(=Cc1ccccc1OC)C2=O	-8	3
Cc1ccc(-n2nc3c(c2NC(=O)C2CCCC2)CS(=O)C3)cc1 (stereo not given)	0	1
COc1ccc(N2CCN(CC(O)COc3ccccc3[N+](=O)[O-])CC2)cc1 (stereo not given)	-6	2
O=C(NCCCNCCCNC(=O)c1ccccn1)c1ccccn1	-2	-3
O=C(Cc1ccccc1F)N1CCC(c2nc(-c3ccccc3)no2)C1 (stereo not given)	-7	11
O=S(=O)(NCc1ccco1)c1ccc(-c2ccc(S(=O)(=O)NCc3ccco3)cc2)cc1	-7	5
CCC(=O)NCCc1csc(C2CCCN(C(=O)Cc3ccc(F)cc3)C2)n1 (stereo not given)	-7	-8
O=C(CS(=O)(=O)c1cn(CC(=O)N2CCCC2)c2ccccc12)Nc1ccccc1F	-6	-15
O=C(C1c2ccccc2Oc2ccccc21)N1CCCCCC1	6	-2
COc1cc(C)c(Br)cc1S(=O)(=O)Nc1cc(Cl)ccc1O	-10	45
CCc1nnc(NC(=O)CSc2nc3c(c(=O)n2C)SC(C)C3)s1 (stereo not given)	-1	4
C#CCN1CC(COc2ccccc2)OCCS1(=O)=O (stereo not given)	-1	-5
COc1cccc(CNC2CCCc3ccccc32)c1OC (stereo not given)	3	-10
CN(C(=O)c1ccc2c(c1)OCO2)C1CCCCC1	-10	x
COc1cc(C2C(C(C)=O)=C(O)C(=O)N2c2ccc(Br)cc2)ccc1O (stereo not given)	-11	9
